TcdB GH inh – inhibitors of Clostridioides difficile toxin B glycohydrolase | TcdB glycohydrolase enzymatic assay, plate reader | inhibition, % at 9.99 µM | 0.24% of 350,000 active | AID 652162; in the data active means inhibition above about 10%
UGM FP inh – inhibitors of M. tuberculosis UDP-galactopyranose mutase. P9WIQ1. purified UGM, fluorescence polarization probe displacement. inhibition, % at 10 µM. 0.06% of 320,000 active; in the data active means inhibition above about 10%, passing the limit was not always enough; inconclusive means no clear call, values can overlap the other calls
Target sequence (P9WIQ1 whole entry, looked up): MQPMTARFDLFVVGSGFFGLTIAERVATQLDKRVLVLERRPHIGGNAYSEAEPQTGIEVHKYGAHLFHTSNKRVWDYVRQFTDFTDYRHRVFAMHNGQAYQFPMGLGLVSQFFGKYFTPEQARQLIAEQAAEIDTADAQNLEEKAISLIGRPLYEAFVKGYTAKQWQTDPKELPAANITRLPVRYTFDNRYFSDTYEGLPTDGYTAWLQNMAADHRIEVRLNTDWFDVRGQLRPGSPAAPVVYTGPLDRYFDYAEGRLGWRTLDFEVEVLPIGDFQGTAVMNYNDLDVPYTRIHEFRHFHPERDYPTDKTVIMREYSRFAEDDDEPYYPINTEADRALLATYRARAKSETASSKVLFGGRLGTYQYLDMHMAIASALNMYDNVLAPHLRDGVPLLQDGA
Mtb FBA inh – inhibits M. tuberculosis FBA enzyme; P9WQA3; purified M. tuberculosis FBA, fluorescence read-out; inhibition, % at 1 µM; 2.3% of 360,000 active; AID 588726; in the data active means inhibition above about 27%;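 further: 0% = vehicle and 100% = reference inhibitor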
Target sequence (P9WQA3 whole entry, looked up): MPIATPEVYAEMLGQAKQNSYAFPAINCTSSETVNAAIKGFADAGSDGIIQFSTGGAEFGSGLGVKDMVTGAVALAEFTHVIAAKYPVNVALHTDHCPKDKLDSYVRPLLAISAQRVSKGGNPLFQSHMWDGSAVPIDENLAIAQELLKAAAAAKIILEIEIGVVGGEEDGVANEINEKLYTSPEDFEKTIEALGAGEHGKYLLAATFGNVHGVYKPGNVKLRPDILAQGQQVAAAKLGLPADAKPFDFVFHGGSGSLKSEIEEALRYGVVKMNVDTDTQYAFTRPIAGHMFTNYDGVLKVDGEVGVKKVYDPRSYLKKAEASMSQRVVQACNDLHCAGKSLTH
Y pestis TopoI – inhibitors of Yersinia pestis topoisomerase I; Y. pestis Topo-I cleavage product accumulation, plate reader; activity, % at 10 µM; 0.064% of 360,000 active; in the data active means activity above about 50%, passing the limit was not always enough; inconclusive means no clear call, values can overlap the other calls; further: inactives centre near 2
FadD28 binding – blocks FadD28 binding to the bisubstrate probe. 0.22% of 360,000 active. AID 588549. inhibition, % at 12.5 µM. fluorescence polarization; in the data active means inhibition above about 8.5%, passing the limit was not always enough; inconclusive means no clear call, values can overlap the other calls
Vc quorum ag – inducers of Vibrio cholerae quorum light production without autoinducers | activation, % at 18.7 µM | AID 588436 | 0.16% of 350,000 active | V. cholerae BH1578 lux reporter, luminescence, 6 h; in the data active means activation mostly above about 9.7%, no sharp cut-off; inconclusive means no clear call, values can overlap the other calls; inactive means mostly below about 3.7%; further: not every result past the cut was called active; inactives centre near 0; reference of the scale not given here
GDH-TPI inh – inhibits GDH-TPI coupling enzymes, artifact for Mtb FBA screen. GDH-TPI coupled enzyme counterscreen, NADH absorbance. inhibition, % at 4.8 µM. 1.2% of 360,000 active; in the data active means inhibition above about 30%;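 further: 0% = DMSO wells and 100% = wells lacking the enzyme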
PfHsp40 yeast – compounds rescuing yeast from Plasmodium falciparum HSP40 toxicity; S. cerevisiae expressing PfHsp40, growth rescue, ATP luminescence; growth rescue, % at 12.5 µM; 0.68% of 340,000 active; in the data active means growth rescue above about 28%, passing the limit was not always enough; inconclusive means no clear call, values can overlap the other calls;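 further: yeast W303a lacking pdr1 and pdr3 grown in galactose medium; growth measured after three days at 30 °C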
BioA inh – inhibitors of Mycobacterium tuberculosis BioA enzyme. 0.096% of 360,000 active. AID 602481. purified M. tuberculosis BioA enzyme, plate reader. inhibition, % at 9.99 µM; in the data active means inhibition above about 40%; inconclusive means no clear call, values can overlap the other calls
* hit, by the source's call; i = inactive; ? = inconclusive; . = not tested or not shown; & = joins results of further samples.

SMILES | TcdB GH inh | UGM FP inh | Mtb FBA inh | Y pestis TopoI | FadD28 binding | Vc quorum ag | GDH-TPI inh | PfHsp40 yeast | BioA inh
CCN1C(=O)[C@H]2[C@@H](c3ccc(OC)cc3)N3C(=O)CN(CCOC)C(=O)[C@@]3(C)[C@H]2C1=O | 0.7 | -2.1 | 0 | 1 | -1.7 | -0.4 | 3 | 0.1 | -2.0
C=CCOc1cccc(C2C(C(=O)c3ccc(C)o3)=C(O)C(=O)N2CCCn2ccnc2)c1 (configuration not stated) | 1.4 | -0.6 | -2 | 3 | ? | i | 19 | 0.3 | 3.2
O=C(NCC1CCCO1)C1c2ccccc2C(=O)N1C1CCCCCC1 (configuration not stated) | 1.4 | -0.4 | 41* | -3 | -2.6 | -0.4 | -12 | 0.4 | 0.3
O=C(c1ccc(C(F)(F)F)cc1)C1CCCN(C(=O)CCc2cnccn2)C1 (configuration not stated) | 0.6 | 0.3 | 2 | 0 | -2.3 | -0.3 | 4 | -1.6 | .
O=C(CNc1ccc2ccccc2c1)N/N=C/c1ccc([N+](=O)[O-])o1 | -0.9 | -2.4 | -2 | -15 | -4.8 | -0.8 | 12 | -0.3 | -0.8
CC(C)NC(=O)C(c1ccc(F)cc1)N(C(=O)CCC(=O)Nc1ccccn1)C1CCCCC1 (configuration not stated) | -0.2 | 1.6 | 3 | 16 | . | -0.3 | 2 | 0.4 | -0.4
CCCc1nnc(NC(=O)CS(=O)(=O)c2ccc(C)cc2)s1 | 0.2 | 0.4 | 3 | 2 | 0.7 | -0.3 | 11 | -1.0 | -1.0
CCc1ncc(CN2CCCC(C(=O)Nc3cccc(-c4ccc(F)cc4)c3)C2)cn1 (configuration not stated) | -0.2 | -0.3 | 2 | 20 | -0.2 | 0.8 | 2 | -0.3 | 1.2
CCCCN1C(=O)NC2NC(=O)NC21 (configuration not stated) | . | 2.2 | 0 | 4 | 0.7 | i | 7 | -0.6 | -4.3
Cc1ccccc1C(=O)N1CCc2cc(-c3csc(NC(=O)CN4CCCC4)n3)ccc21 | 1.4 | -1.1 | -2 | 33 | 0.8 | i | 7 | -0.7 | -0.7
COc1ccc(C(=O)NCc2nnc(SCC(=O)NCCc3ccccc3)o2)cc1 | 0.6 | -0.8 | -3 | 2 | -2.5 | -0.4 | 3 | -0.7 | -0.8
Cc1snc2sc(C(=O)c3ccc(Br)cc3)c(N)c12 | . | 3.0 | -4 | -7 | -3.2 | i | 8 | 0.7 | .
CC1CCCC(C)N1S(=O)(=O)c1ccc(S(=O)(=O)N2CCOCC2)cc1 (configuration not stated) | 1.1 | 4.5 | -3 | 1 | -2.6 | 0.2 | 5 | -1.0 | .
COc1ccc(N2CCN(S(=O)(=O)c3c(C)nc4scc(C)n4c3=O)CC2)cc1 | 3.4 | 1.3 | 2 | 3 | -2.2 | -0.4 | 27 | -2.1 | 12
Cc1ccc(N2C(=O)CC(n3ccnc3)C2=O)cc1C (configuration not stated) | . | 5.1 | 1 | -1 | -2.8 | -5.0 | -7 | -0.2 | 0.3

Reprinted at random: 5 entries already listed, in no set order.
SMILES | TcdB GH inh | UGM FP inh | Mtb FBA inh | Y pestis TopoI | FadD28 binding | Vc quorum ag | GDH-TPI inh | PfHsp40 yeast | BioA inh
O=C(CNc1ccc2ccccc2c1)N/N=C/c1ccc([N+](=O)[O-])o1 | -0.9 | -2.4 | -2 | -15 | -4.8 | -0.8 | 12 | -0.3 | -0.8
CCN1C(=O)[C@H]2[C@@H](c3ccc(OC)cc3)N3C(=O)CN(CCOC)C(=O)[C@@]3(C)[C@H]2C1=O | 0.7 | -2.1 | 0 | 1 | -1.7 | -0.4 | 3 | 0.1 | -2.0
Cc1ccc(N2C(=O)CC(n3ccnc3)C2=O)cc1C (configuration not stated) | . | 5.1 | 1 | -1 | -2.8 | -5.0 | -7 | -0.2 | 0.3
Cc1snc2sc(C(=O)c3ccc(Br)cc3)c(N)c12 | . | 3.0 | -4 | -7 | -3.2 | i | 8 | 0.7 | .
CCCc1nnc(NC(=O)CS(=O)(=O)c2ccc(C)cc2)s1 | 0.2 | 0.4 | 3 | 2 | 0.7 | -0.3 | 11 | -1.0 | -1.0

Next results
SMILES | TcdB GH inh | UGM FP inh | Mtb FBA inh | Y pestis TopoI | FadD28 binding | Vc quorum ag | GDH-TPI inh | PfHsp40 yeast | BioA inh
CCOC(=O)c1c(NC(=O)CSc2ncccn2)sc(C(=O)NC)c1C | 0.6 | -3.2 | -1 | -1 | -2.6 | i | -6 | -0.7 | .
CCOc1cc(C(=O)NC(C)c2ccncc2)cc(OCC)c1OCC (configuration not stated) | . | 1.9 | -3 | 8 | -0.8 | i | 0 | -1.6 | -0.6
COc1ccccc1CNC(=O)CN1C(=O)C(C)N(c2ccc(C)cc2)C1=O (configuration not stated) | . | -0.9 | 2 | 3 | 0.2 | -0.3 | -2 | -0.6 | 0.3
c1ccc(CCc2ccc3n2Cc2cnnn2-c2ccccc2-3)cc1 | -3.7 | . | 10 | 38 | -0.5 | 1.4 | 8 | 1.8 | -0.2
Cc1ccc(-n2cc(CN3CCN(Cc4nccn4C)CC3)c(-c3cccc(C)c3)n2)cc1 | 1.5 | -0.9 | 7 | -1 | -1.1 | i | 1 | -0.4 | 1.2
CCC(=O)c1ccc(OCC(O)Cn2nnc3ccccc32)cc1 (configuration not stated) | 0.9 | 1.7 | 3 | -4 | -0.7 | -1.4 | 2 | 1.0 | .
COc1ccc(C)cc1S(=O)(=O)N(CC(=O)Nc1ccc2c(c1)OCCO2)Cc1ccccc1 | 1.3 | -2.6 | -1 | 21 | -2.7 | -0.3 | -4 | 1.3 | .
Cc1c(NC(=O)Nc2cccc([N+](=O)[O-])c2)c(=O)n(-c2ccccc2)n1C | -1.1 | -1.5 | 0 | -1 | 0.5 | -0.3 | 3 | -1.3 | -1.5
CCOC(=O)C1=c2s/c(=C\c3ccncc3)c(=O)n2C(N)=C(C(=O)OC)C1c1ccncc1 (configuration not stated) | 8.4 | 1.3 | -5 | 3 | -5.0 | -0.7 | -5 | 0.0 | .
COC(=O)CNC(=O)C1CCCN1C(=O)OC(C)(C)C (configuration not stated) | . | -1.7 | 6 | 4 | -3.4 | -0.2 | -8 | -0.7 | 1.1
COc1cc(OC)c(/C=N/NC(=O)c2ccc(NC(C)=O)cc2)cc1Br | -1.0 | . | 2 | -4 | -5.4 | -0.2 | 25 | -1.0 | .
O=C(NCCCN1CCOCC1)c1ccc(Cl)s1 | . | -1.3 | 1 | 2 | -2.4 | 2.2 | 10 | -1.8 | 2.2
CC(C)(C)c1ccc(C(=O)Nc2ccc(NC(=O)C(=O)O)cc2)o1 | 5.5 | -2.5 | 3 | 5 | 0.0 | 0.2 | 3 | -0.1 | .
CC(C)NC(=O)/C(=C/c1cn(-c2ccccc2)nc1-c1cccc([N+](=O)[O-])c1)NC(=O)c1ccccc1 | . | 1.9 | -2 | 2 | -0.6 | i | 4 | -1.8 | -0.1
Cc1csc(C2=C(O)CN(CCc3ccccc3)C2=N)n1 | . | 1.9 | 1 | -6 | -0.8 | -1.2 | 17 | -0.2 | .
COc1ccc(Cc2c(-c3ccccc3)nc3cc(C)c(Br)c(C)n23)c(C)c1 | 0.5 | . | 0 | . | -0.8 | . | . | . | 0.0
COC(=O)c1ccccc1NC(=O)c1cccc(NC(=O)C(C)C)c1 | . | 0.0 | -1 | -2 | -3.5 | -0.1 | -10 | 3.1 | .
COc1cc(CN(C)c2ccc(S(=O)(=O)N3CCCC3)cn2)ccc1OC(F)F | -0.2 | . | 1 | -9 | -0.8 | -1.1 | 9 | 1.1 | -1.8
O=C1C2CC(O)CN2C(=S)N1Cc1ccccc1 (configuration not stated) | 0.0 | 2.0 | 0 | 5 | -0.8 | -0.1 | 0 | . | -0.1
CC(NC(=O)c1csc2ccccc12)C1CCCO1 (configuration not stated) | . | -2.1 | 3 | -3 | -2.0 | -0.2 | 11 | -1.5 | .
CC(=O)N1CCc2ccc([N+](=O)[O-])cc21 | 0.9 | . | -1 | -2 | -0.1 | i | 9 | 3.7 | 0.2
O=C(NCCc1c[nH]c2ccccc12)C1CCCN(S(=O)(=O)c2ccccc2)C1 (configuration not stated) | 3.1 | 1.8 | -1 | -1 | -1.1 | 0.5 | 4 | 2.7 | -0.9
CSc1ccc(/C=N/NC(=O)c2cccc(O)c2)cc1 | . | -0.8 | 2 | -6 | -3.5 | 0.6 | 49* | -0.8 | 0.6
CC(C)C(=O)N1CCCCCCN1C(=O)C(C)C | 2.1 | . | -1 | 4 | 0.3 | -0.2 | 13 | . | 1.9
COc1ccc(-n2c(C(C)(C)C)csc2=Nc2c(C)n(C)n(-c3ccccc3)c2=O)cc1 | -0.2 | -0.1 | 3 | 1 | 0.1 | -0.3 | 0 | -2.1 | .
Cc1ccc(CN2CCSc3sccc3C2=O)cc1 | 4.3 | 0.2 | 3 | 16 | -2.3 | -0.3 | -1 | 14 | .
CCn1c(CCCNC(=O)c2cccs2)nc2ccccc21 | 0.7 | 0.7 | 1 | 5 | -1.8 | i | 5 | 0.4 | 17
Cc1cccc(-c2cc(NCCc3cccnc3)n3nccc3n2)c1 | -3.5 | . | 32* | 4 | -0.7 | i | 4 | . | 1.0
O=C(CO/N=C/c1ccccc1OC(F)F)NC1CCCC1 | 1.8 | -3.6 | 2 | 4 | 0.5 | 0.6 | 1 | -0.1 | .
Cc1cc(C)cc(C(=O)N2CCC3(CC2)NCCc2[nH]cnc23)c1 | 1.1 | 0.7 | -2 | 3 | -2.9 | -0.2 | -3 | 0.8 | -1.4
Cc1cccc(-n2cnc3cc([N+](=O)[O-])ccc32)c1 | 0.5 | 1.1 | -2 | 3 | -2.1 | -0.4 | 21 | 0.6 | -0.9
CCCCCC(=O)Nc1ccc(C(=O)COC(=O)Cn2cnc3c2c(=O)n(C)c(=O)n3C)cc1 | 2.3 | -0.9 | 1 | 1 | -0.1 | i | 4 | 0.5 | -2.9
CCCCSc1oc(-c2ccco2)nc1S(=O)(=O)c1ccccc1 | 2.0 | -0.3 | 0 | 22 | -5.0 | -0.4 | -13 | -0.2 | 4.6
COc1cc2c(cc1OC)CN(c1ccc([N+](=O)[O-])cc1Cl)CC2 | -0.4 | -2.0 | -2 | 1 | -8.7 | 3.8 | 7 | 0.2 | 1.5
CCOC(=O)C1=C(O)/C(=C/c2ccc(OCC(=O)O)c(OCC)c2)SC1=Nc1ccccc1 | -0.6 | 3.9 | 2 | 26 | -8.8 | 0.4 | 4 | 1.7 | .
COc1cc(NC(=O)C2CC(=O)N(Cc3ccco3)C2)cc(OC)c1 (configuration not stated) | 2.0 | 1.5 | -1 | 7 | -1.3 | i | -1 | -0.4 | -0.7
CCCCc1cc(=O)oc2cc(OCc3nn[nH]n3)c(Cl)cc12 | . | 0.3 | 13 | 8 | -28 | i | 15 | 1.0 | 2.0
Cc1ccc(OCC(=O)N2CC(C)CC(C)C2)c([N+](=O)[O-])n1 (configuration not stated) | -0.9 | 0.6 | 0 | -4 | -1.4 | -0.6 | 9 | 0.8 | -0.1
O=C(O)c1ccccc1-c1nc(-c2ccccc2)c(-c2ccccc2)[nH]1 | -3.7 | 1.3 | 3 | 13 | -1.5 | -0.8 | 6 | -0.5 | .
O=C(C1=C[C@H](c2ccc(Br)cc2)C[C@H](OCCCCO)O1)N1CCN(Cc2ccccc2)CC1 | -1.2&2.8 | 5.7 | -3 | 30 | -1.6 | i | -2 | 0.3 | 3.6&-0.2
COc1ccc2c(c1)C(SCC(=O)NCCc1ccc(Cl)cc1)CC(C)(C)O2 (configuration not stated) | -4.3 | -5.1 | 1 | -1 | -12 | -0.2 | 12 | 1.1 | 0.6
Cc1cc(C)n2nc(SCC(=O)N(C(C)C)C(C)C)nc2n1 | . | 0.4 | -2 | -1 | 0.9 | i | 1 | -0.5 | 0.1
Cc1cccn2c(=O)nc(SCC(=O)NCc3ccc(F)cc3)nc12 | 2.1 | 1.4 | 6 | 2 | 0.5 | i | 9 | -0.4 | 0.9

Look-ups from above:
Result for Cc1cccn2c(=O)nc(SCC(=O)NCc3ccc(F)cc3)nc12 under TcdB GH inh: 2.1
Result for CCCCCC(=O)Nc1ccc(C(=O)COC(=O)Cn2cnc3c2c(=O)n(C)c(=O)n3C)cc1 under BioA inh: -2.9

Screening data (PubChem BioAssay)
